Compound activity: PubChem BioAssay, National Center for Advancing Translational Sciences (NCATS)
ALDH1A1 inh: inhibitors of human aldehyde dehydrogenase 1A1 | P00352 | Purified ALDH1A1, NADH fluorescence, propionaldehyde substrate | Potency, µM (series often up to 75.3 µM), inactives show at the top dose activity, negative = inhibition, most hits filed as inhibitors | 220,000 compounds, 7.3% hits | AID 1030; active = well fitted inhibition curve with a large enough effect, not every such curve was filed as active; inconclusive = small, poorly fitted or top-dose-only effect, or another doubt; inactive = no such curve, though single readings can be large or run the other way;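 note: plate controls were no enzyme wells and a reference inhibitor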
Target sequence (P00352 whole entry, looked up): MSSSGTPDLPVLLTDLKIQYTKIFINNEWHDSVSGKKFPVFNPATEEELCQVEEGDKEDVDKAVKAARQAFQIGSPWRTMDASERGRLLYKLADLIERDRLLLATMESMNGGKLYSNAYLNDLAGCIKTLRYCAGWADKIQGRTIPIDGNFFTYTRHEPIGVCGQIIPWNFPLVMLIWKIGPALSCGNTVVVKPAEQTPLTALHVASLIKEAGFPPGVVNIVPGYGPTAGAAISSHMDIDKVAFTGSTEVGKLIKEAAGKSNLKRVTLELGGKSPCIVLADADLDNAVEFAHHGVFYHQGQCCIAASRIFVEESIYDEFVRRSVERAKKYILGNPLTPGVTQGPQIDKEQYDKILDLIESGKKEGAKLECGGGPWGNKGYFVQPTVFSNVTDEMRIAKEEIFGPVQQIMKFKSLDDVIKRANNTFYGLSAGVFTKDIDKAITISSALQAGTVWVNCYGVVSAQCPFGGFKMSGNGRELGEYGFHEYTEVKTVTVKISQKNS
aGlu spleen mod: lysosomal alpha-glucosidase (human) modulation | P10253 | human spleen homogenate, 4-MU-alpha-glucoside fluorescence | Potency, µM (highest dose often 79.9 µM), without a hit: top-dose activity change, negative = inhibition, most hits filed as inhibitors | 240,000 compounds, 0.006% hits;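 note: 0% = enzyme with vehicle and -100% = no enzyme basal signal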
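Human spleen homogenate (1 ug) with 4-methylumbelliferyl-alpha-D-glucopyranoside (1 mM final) in 50 mM citrate/phosphate pH 5.0, 0.01% Tween-20; 40 min at 37 C. Stopped at pH 10; 4-MU fluorescence Ex 365/Em 440 nm; AC50 by Hill fit.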
aGal spleen mod: inhibits or activates alpha-galactosidase in human spleen homogenate; P06280; human spleen homogenate, 4MU-alpha-Gal fluorescence, 40 min; Potency, µM (series often up to 80 µM), inactives show at the highest dose activity change, negative = inhibition, hits mostly inhibitors; 240,000 compounds, 0.008% hits;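 note: 0% = enzyme with vehicle and -100% = no enzyme basal signal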
Target sequence (P06280 32-429 limits assumed): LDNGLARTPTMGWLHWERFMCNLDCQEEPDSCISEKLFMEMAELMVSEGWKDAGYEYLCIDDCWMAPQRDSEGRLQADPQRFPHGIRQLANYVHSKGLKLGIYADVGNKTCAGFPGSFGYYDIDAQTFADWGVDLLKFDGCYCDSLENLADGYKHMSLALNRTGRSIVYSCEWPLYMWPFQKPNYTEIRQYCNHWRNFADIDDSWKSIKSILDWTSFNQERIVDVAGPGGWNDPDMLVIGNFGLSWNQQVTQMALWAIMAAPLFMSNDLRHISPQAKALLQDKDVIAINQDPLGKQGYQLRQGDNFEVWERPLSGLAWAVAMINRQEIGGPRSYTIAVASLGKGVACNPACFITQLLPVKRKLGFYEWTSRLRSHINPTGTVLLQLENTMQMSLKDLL
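Human spleen homogenate (1 ug) was the enzyme source, with 4-methylumbelliferyl-alpha-D-galactopyranoside (1 mM final) in pH 5.0 citrate buffer with 0.01% Tween-20. Compounds were titrated; after 40 min at 37C, NaOH/glycine stop, 4-MU fluorescence read; AC50 from Hill fits.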
Active calls of the source: *; ? = inconclusive; [ ] = dose if it differs, or a comment. Unless noted, calls come from the whole dose curve; as a rule, active = well fitted curve in the direction sought with a large enough effect; inconclusive = small, poorly fitted or top-dose-only effect, or another doubt; inactive = no such curve, though single readings can be large; an effect the other way counts as inactive or inconclusive. Potency is the fitted concentration of half-maximal effect. These rows are one share of the data, so the mix of outcomes need not match the whole.

SMILES	ALDH1A1 inh	aGlu spleen mod	aGal spleen mod
O=c1cnc2cnc(Oc3ccccc3)nc2n1CCc1ccccc1	?	4%	-2%
COc1ccc(Oc2ncc3nc(C)c(=O)n(C4CC4)c3n2)cc1	1%	-1%	-16%
CN(C)c1ncc2nc(-c3ccc(Cl)cc3)c(=O)n(C[C@H]3CCCO3)c2n1	?	1%	10%
O=C(c1ccncc1)N1CCC[C@@]2(CCN(c3ccccn3)C2)C1	0%	-14%	-1%
COc1cccc(-c2nc(NCCNC(C)=O)c3ccccc3n2)c1	4%	10%	10%
CS(=O)(=O)Nc1cccc(-c2cncnc2-n2ccnc2)c1	?	-1%	-5%
O=c1c(-c2ccc(F)cc2)nc2cnc(N3CCNCC3)nc2n1Cc1ccc(F)cc1	?	-4%	24%
CN(C)C(=O)c1ccc(-c2ccc3ncnc(N4CCC(C(=O)O)CC4)c3c2)cc1	?	6%	3%
O=C(c1cccc(F)c1)N1CCC2(CCCN(Cc3ccccc3)C2)CC1	8%	3%	-4%
CCNc1ncc2nc(-c3cccs3)c(=O)n(C)c2n1	?	3%	19%
C/C=C1\CC2C=CC1C2 (centres undefined)	-13%	-7%	-3%
COc1cccc(Nc2ncc3nc(CCc4ccccc4)c(=O)n(C[C@H]4CCCO4)c3n2)c1	25µM*	5%	2%
COC(=O)N1CCC2(CCN(C(=O)Nc3ccc(OC)cc3)CC2)CC1	-7%	4%	-2%
COC(=O)N1CCC2(CCCN(Cc3cc(C(F)(F)F)cc(C(F)(F)F)c3)C2)CC1	?	-12%	-4%
CN1CCN(c2nc(-c3ccoc3)nc3ccccc23)CC1	6%	9%	11%
COc1ccc(C(=O)N2CCC3(CCCN(CC(C)C)C3)CC2)cc1	-2%	-5%	2%
COc1ccc(-c2nc3cnc(N(C)C)nc3n(Cc3ccc(F)cc3)c2=O)cc1	?	-4%	10%
CC(C)NC(=O)N1CCC2(CC1)CCN(C(=O)c1cnccn1)CC2	-1%	-4%	-2%
NC(=O)NC(N)=O	-1%	-1%	9%
Cn1c(=O)c(CCc2ccccc2)nc2cnc(Nc3ccccc3)nc21	68%[activator]	-7%	-2%
CC(C)CN1CC[C@@]2(CCCN(C(=O)c3ccco3)C2)C1	0.45µM*	-4%	2%
CN(Cc1ccco1)c1ccnc(-c2cccnc2)n1	?	-7%	9%
CN1CCN(c2ncc3nc(-c4cn(C)c5ccccc45)c(=O)n(C[C@H]4CCCO4)c3n2)CC1	?	-10%	19%
O=C(Nc1cccc(F)c1)N1CCCC2(CCN(S(=O)(=O)c3ccccc3)CC2)C1	-13%	-7%	-3%
COCCNc1ncnc2ccc(-c3ccc(C(=O)N(C)C)cc3)cc12	?	2%	-5%
CCCCC(CC)COC(=O)c1ccc(N(C)C)cc1 (centres undefined)	?	5%	1%
N#Cc1cccc(-c2nccc(NCc3ccccc3)n2)c1	-4%	-8%	7%
CN(C)c1ncnc2ccc(-c3cccnc3)cc12	-3%	9%	8%
Cc1cccc(C)c1[N+](=O)[O-]	?	-15%	-1%
COC(=O)N1CCC2(CC1)CN(C(c1ccccc1)c1ccccc1)C2	11%	-4%	-5%
c1csc(CNc2ncnc3ccc(-c4ccoc4)cc23)c1	?	-13%	12%
CCCCC(CC)COCCCN (centres undefined)	11%	0%	3%
O=c1c(CCc2ccccc2)nc2cnc(Oc3cccc(Cl)c3)nc2n1C[C@H]1CCCO1	?	3%	-3%
O=c1c(-c2ccc(F)c(F)c2)nc2cncnc2n1-c1ccccc1	2%	3%	2%
O=C(c1cc(C(F)(F)F)cc(C(F)(F)F)c1)N1CCC2(CC1)CN(c1ncccn1)C2	-6%	5%	-14%
OCCO	1%	4%	11%
O=C(Oc1ccccc1)N1CCC[C@@]2(CCN(c3ccncc3)C2)C1	3%	-5%	5%
Cc1ccccc1Br	?	-8%	8%
COc1ccc(-n2c(=O)c(-c3cc(F)cc(F)c3)nc3cnc(N4CCOCC4)nc32)cc1	?	-6%	2%
O=C(c1cnccn1)N1CCC2(CC1)CCN(c1ccccc1)CC2	-4%	-10%	0%
CCCC(C)CO (centres undefined)	-1%	12%	11%
COc1ccc(Oc2ncc3ncc(=O)n(C)c3n2)cc1	17%	-3%	2%
CS(=O)(=O)Nc1cccc(-c2cncnc2NCc2ccccc2)c1	-1%	2%	4%
O=C(Nc1cccc(F)c1)N1CCC2(CC1)CCN(C(=O)c1ccncc1)CC2	5%	5%	-3%
COc1ccccc1CCn1c(=O)cnc2cncnc21	1.4µM*	0%	-7%
COc1cccc(-c2ccc3ncnc(N4CCNCC4)c3c2)c1	-4%	23%	7%
COc1ccc(C(=O)N2CCC3(CCCN(C)C3)CC2)cc1	2%	-6%	8%
O=C(Nc1ccccc1)N1CCCC2(CCN(S(=O)(=O)c3ccccc3)CC2)C1	?	-7%	6%
COc1ncc2nc(CCc3ccccc3)c(=O)n(CCc3ccccc3)c2n1	?	-2%	-1%
Cc1noc(C)c1-c1nc(NCc2ccccc2)c2ccccc2n1	?	3%	11%
Cc1cc(C)c(N)cc1C	-8%	-7%	2%
CC(C)CCOC(=O)/C=C/c1ccccc1	-3%	10%	2%
O=S(=O)(c1ccccc1)N1CCC2(CC1)CN(c1ccncc1)C2	-8%	1%	1%
CN1CCN(c2ncc3nc(-c4ccccc4)c(=O)n(C)c3n2)CC1	?	1%	?
O=C(Nc1cccc(F)c1)N1CC[C@@]2(CCCN(C(=O)c3ccco3)C2)C1	?	-3%	3%
Cc1noc(C)c1-c1cncnc1NCc1ccccc1	?	6%	3%
O=C(Nc1ccccc1)N1CCC2(CC1)CCN(S(=O)(=O)c1ccccc1)CC2	12%	0%	-1%
CCNc1ncc2nc(-c3ccccc3)c(=O)n(C3CC3)c2n1	?	7%	25%
COCCn1c(=O)c(-c2ccc(Cl)cc2)nc2cnc(OCc3ccccc3)nc21	?	2%	22%
COc1ccc(-c2nc3cnc(N4CCOCC4)nc3n(CCc3ccccc3)c2=O)cc1	?	-2%	6%
(cont.)
SMILES	ALDH1A1 inh	aGlu spleen mod	aGal spleen mod
COc1ccc(-c2nc3cnc(N4CCOCC4)nc3n(Cc3cccc(OC)c3)c2=O)cc1	?	-6%	2%
O=c1c(-c2cccs2)nc2cnc(N3CCOCC3)nc2n1-c1ccccc1	?	-3%	3%
CCCC(Cl)CCCC(Cl)CCC(Cl)CCC(Cl)CCC(Cl)CCCC(Cl)CCC (centres undefined)	4%	-7%	10%
O=C(Oc1ccccc1)N1CCC[C@@]2(CCN(c3ccccc3)C2)C1	-13%	-3%	6%
Cc1nc2cnc(N3CCNCC3)nc2n(Cc2ccc(F)cc2)c1=O	?	8%	9%
CN(C)C(=O)c1ccc(-c2cc(-n3ccnc3)ncn2)cc1	-9%	3%	7%
COC(=O)N1CCC2(CCN(Cc3ccc(C#N)cc3)CC2)CC1	?	7%	25%
O=C(c1cc(C(F)(F)F)cc(C(F)(F)F)c1)N1CCC2(CCCN(c3ccccn3)C2)CC1	5%	2%	6%
O=c1c(-c2cccs2)nc2cnc(N3CCNCC3)nc2n1-c1ccccc1	?	4%	-1%
O=c1c(-c2ccc(F)cc2)nc2cnc(N3CCNCC3)nc2n1C1CC1	?	-1%	?
O=C(c1cnccn1)N1CCC2(CCN(Cc3ccccc3)CC2)CC1	6%	-2%	6%
Cc1ccc(S(=O)(=O)Oc2ccc(N=Nc3ccc(-c4ccc(N=Nc5c(O)ccc6cc(S(=O)(=O)O)cc(S(=O)(=O)O)c56)c(C)c4)cc3C)cc2)cc1	?	-10%	9%

Seven records picked at random from those above:
SMILES	ALDH1A1 inh	aGlu spleen mod	aGal spleen mod
COc1ccc(-n2c(=O)c(-c3cc(F)cc(F)c3)nc3cnc(N4CCOCC4)nc32)cc1	?	-6%	2%
COc1cccc(-c2nc(NCCNC(C)=O)c3ccccc3n2)c1	4%	10%	10%
COc1ccc(C(=O)N2CCC3(CCCN(C)C3)CC2)cc1	2%	-6%	8%
O=c1c(-c2ccc(F)cc2)nc2cnc(N3CCNCC3)nc2n1C1CC1	?	-1%	?
CN(C)c1ncnc2ccc(-c3cccnc3)cc12	-3%	9%	8%
CN(C)c1ncc2nc(-c3ccc(Cl)cc3)c(=O)n(C[C@H]3CCCO3)c2n1	?	1%	10%
CCCC(C)CO (centres undefined)	-1%	12%	11%

(next part)
SMILES	ALDH1A1 inh	aGlu spleen mod	aGal spleen mod
COc1ccccc1CNc1cc(-c2ccccc2C)ncn1	-5%	7%	-23%
O=C1OC(=O)c2cc([N+](=O)[O-])ccc21	?	6%	13%
N#Cc1cccc(-c2ccc3ncnc(NCCN4CCOCC4)c3c2)c1	-6%	7%	1%
COc1cccc(Nc2ncc3nc(-c4cc(F)cc(F)c4)c(=O)n(C4CC4)c3n2)c1	16%	7%	-6%
N#Cc1cccc(NC(=O)N2CCC3(CC2)CCN(C(=O)c2ccco2)CC3)c1	10µM*	-6%	10%
O=c1c(-c2cccs2)nc2cnc(N3CCNCC3)nc2n1Cc1cccs1	?	-5%	7%
O=C(Nc1ccccc1)N1CC2(CCN(C(=O)c3cnccn3)CC2)C1	13%	5%	9%
Cc1nc2cnc(N3CCOCC3)nc2n(CCC#N)c1=O	?	-7%	4%
O=C(Nc1cccc(F)c1)N1CCCC2(CCN(C(=O)c3cnccn3)CC2)C1	?	6%	9%
O=C(c1ccco1)N1CCC2(CCN(Cc3ccccc3)CC2)CC1	18µM*	-4%	4%
Cc1ccc(C)cc1	-5%	-17%	-8%
O=S(=O)(c1ccccc1)N1CCC2(CCCN(c3ncccn3)C2)CC1	-4%	-11%	1%
O=c1c(-c2cc(F)cc(F)c2)nc2cncnc2n1Cc1ccccc1Cl	-13%	-9%	-4%
N#Cc1ccc(CN2CCC3(CC2)CCN(C(=O)c2ccco2)CC3)cc1	2%	4%	-3%
CC(C)CN1CCC2(CC1)CCN(C(=O)c1csnn1)CC2	5%	-5%	3%
N#CCCn1c(=O)c(-c2ccccc2)nc2cnc(OCc3ccccc3)nc21	?	-1%	1%
CC(C)NC(=O)N1CCC2(CC1)CCN(C(=O)c1ccco1)CC2	?	-4%	6%
CC(C)CN1CCC2(CC1)CCN(C(=O)c1ccncc1)CC2	17%	-3%	9%
CN(C)c1ncc2nc(-c3ccc(Cl)cc3)c(=O)n(C3CC3)c2n1	?	10%	?
O=c1c(-c2ccccc2)nc2cnc(N3CCOCC3)nc2n1C[C@H]1CCCO1	?	3%	?
CCCCOCCOCCOCc1cc2c(cc1CCC)OCO2	10µM*	-9%	-1%
COc1ccc(C(=O)N2CCC3(CCCN(C(=O)NC(C)C)C3)CC2)cc1	13%	2%	-11%
N#CCCn1c(=O)c(-c2ccc(Cl)cc2)nc2cnc(Nc3ccccc3)nc21	19%	-13%	-24%
CC=O	5%	-4%	11%

Part of the list above, set out differently:
Every second line gives: ALDH1A1 inh	aGlu spleen mod	aGal spleen mod
CC(C)NC(=O)N1CCC2(CC1)CCN(C(=O)c1ccco1)CC2
    ?	-4%	6%
CC(C)CN1CCC2(CC1)CCN(C(=O)c1ccncc1)CC2
    17%	-3%	9%

Next section
SMILES	ALDH1A1 inh	aGlu spleen mod	aGal spleen mod
COc1ccc(CNc2nc(-c3cccc(NS(C)(=O)=O)c3)nc3ccccc23)c(OC)c1	-6%	-2%	-15%
O=C(Oc1ccccc1)c1ccccc1O	-6%	0%	23%
Cn1cccc1C(=O)N1CCC[C@@]2(CCN(c3cccc(-c4ccccc4)c3)C2)C1	-12%	-7%	10%
Clc1ccccc1-c1nc(NCc2cccnc2)c2ccccc2n1	?	3%	9%
O=C(c1csnn1)N1CCC2(CC1)CN(c1ccncc1)C2	11%	-15%	-5%
CCNc1ncc2nc(CCc3ccccc3)c(=O)n(-c3ccccc3)c2n1	?	4%	-1%
O=C(c1cnccn1)N1CCC[C@@]2(CCN(c3ccncc3)C2)C1	5%	2%	-17%
O=C(c1ccco1)N1CCC2(CCCN(Cc3ccncc3)C2)CC1	?	-4%	7%
CC(C)=O	7%	0%	2%
COc1ccc(-n2c(=O)c(-c3ccccc3)nc3cnc(N4CCN(C)CC4)nc32)cc1	?	-8%	-8%
Cc1nc2cnc(Oc3ccccc3)nc2n(C2CC2)c1=O	?	-9%	-19%
COc1cccc(-c2nc(N3CCN(C)CC3)c3ccccc3n2)c1	9%	0%	0%
O=c1c(-c2ccc(Cl)cc2)nc2cnc(N3CCOCC3)nc2n1C[C@H]1CCCO1	?	2%	16%
CN(C)c1ccc(-c2nc(NCCc3cnc[nH]3)c3ccccc3n2)cc1	?	1%	3%
